Rhodamine fluor: compound fluoresces in the rhodamine spectral region; Rhodamine-region fluorescence, 547/598 nm, Tris buffer; active compounds read high; max dye-equivalent concentration, M; 59,000 tested, 0.05% active; AID 594; in the data active = max dye-equivalent concentration above about 11 nM; inconclusive = between about 1.1 nM and that limit
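A six-point rhodamine series on each plate calibrates the signal. Compounds sit in 100 mM Tris (pH 8.0) for 15 min at ambient temperature before imaging through 547 nm/598 nm filters.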
UbGFP stabilizer: proteasome inhibitors stabilizing ubiquitin-GFP reporter; Ubiquitin-GFP reporter cells, proteasome inhibition, GFP fluorescence; response scale: untreated = 0%, 10 µM MG-132 = 100%; Potency, µM (highest dose often 45.9 µM), inactives show at the highest dose activation (GFP accumulation), usual class: activators; 67,000 tested, under 10 active; AID 526; active = well fitted activation curve with a large enough effect, not every such curve was filed as active; inconclusive = small, poorly fitted or top-dose-only effect, or another doubt; inactive = no such curve, though single readings can be large or run the other way; also: potency is read from the fitted curve at half-maximal effect
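U2OS Ub(G76V)-GFP reporter; O/N plating, 0.5% FBS; cpd 46 uM–2.9 nM, 4 h, 37 °C; GFP+ cell count, 488/515 nm; norm. to basal vs 10 uM MG-132; CRC fit.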
GFP derepression: derepresses silenced GFP locus in mouse C127i cells; mouse C127i GFP locus derepression, cytometry, 30 h; Potency, µM (doses to about 46.1 µM), without a hit: at the top dose GFP derepression (activation); 68,000 tested, 0.09% active; also: % of control where 0% means no effect
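Locus derepression in mouse mammary C127i cells whose integrated CMV-GFP reporter is normally silent; GFP expression after 30 h compound treatment was quantified by counting fluorescent cells.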
HADH2 inhib: inhibitors of human HADH2 dehydrogenase; Q99714; recombinant HADH2, NADH fluorescence, beta-hydroxybutyryl-CoA; Potency, µM (highest dose often 57.1 µM), for the others: at the highest dose activity change, negative = inhibition, actives largely listed as inhibitors; 73,000 tested, 3.4% active; AID 886; also: potency is read from the fitted curve at half-maximal effect; % is scaled to controls: 0 for no effect and ±100 for the full control effect; nearly all actives have a fitted effect of over 60% in size; many of its hits are not listed in these tables
Target sequence (Q99714 whole entry, looked up, one chain of several): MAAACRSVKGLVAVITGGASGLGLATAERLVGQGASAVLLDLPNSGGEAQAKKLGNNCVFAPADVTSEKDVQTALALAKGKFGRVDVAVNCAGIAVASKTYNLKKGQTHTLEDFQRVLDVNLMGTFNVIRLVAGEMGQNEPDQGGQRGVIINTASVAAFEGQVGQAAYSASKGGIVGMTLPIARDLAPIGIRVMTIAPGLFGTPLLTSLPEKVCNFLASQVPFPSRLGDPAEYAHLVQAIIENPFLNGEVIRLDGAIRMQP
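Buffer 100 mM Tris-HCl pH 9.0/0.01% Tween-20; HADH2 20 nM; NAD+ 1 mM; beta-hydroxybutyryl-CoA 90 uM (all final). 15 min cpd preincubation, RT.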
15-hLO inh: 15-hLO (ALOX15) enzyme inhibition; 74,000 tested, 1.4% active; purified 15hLO-1, xylenol orange hydroperoxide absorbance; P16050; Potency, µM (titrated, usually from 57.1 µM), for inactives: top-dose activity change, negative = inhibition, hits mostly inhibitors; also: potency is read from the fitted curve at half-maximal effect; % is scaled to controls: 0 for no effect and ±100 for the full control effect; nearly all actives have a fitted effect of over 55% in size
Target sequence (P16050 whole entry, looked up): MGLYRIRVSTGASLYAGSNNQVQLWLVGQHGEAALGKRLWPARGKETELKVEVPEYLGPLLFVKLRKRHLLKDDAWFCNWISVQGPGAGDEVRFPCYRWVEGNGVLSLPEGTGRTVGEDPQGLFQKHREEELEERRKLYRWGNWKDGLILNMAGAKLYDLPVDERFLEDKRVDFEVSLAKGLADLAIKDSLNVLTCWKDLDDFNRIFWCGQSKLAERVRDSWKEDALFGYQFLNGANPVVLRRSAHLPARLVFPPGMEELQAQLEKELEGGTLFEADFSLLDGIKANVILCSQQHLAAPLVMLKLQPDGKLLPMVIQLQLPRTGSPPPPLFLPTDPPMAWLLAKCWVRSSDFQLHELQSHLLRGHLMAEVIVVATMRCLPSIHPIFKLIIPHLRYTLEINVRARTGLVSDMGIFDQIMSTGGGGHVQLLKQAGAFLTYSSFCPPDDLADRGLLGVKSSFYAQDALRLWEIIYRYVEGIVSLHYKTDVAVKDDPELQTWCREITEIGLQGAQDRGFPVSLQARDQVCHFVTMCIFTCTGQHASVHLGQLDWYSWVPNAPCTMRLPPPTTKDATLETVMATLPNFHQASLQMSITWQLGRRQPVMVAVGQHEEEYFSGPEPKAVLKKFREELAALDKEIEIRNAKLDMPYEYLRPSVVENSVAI
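Purified human 15hLO-1 (40 nM final) in 25 mM Hepes pH 7.5, 0.01% Triton X-100 was preincubated with compound 15 min at room temperature, then reacted 6 min with 50 uM arachidonic acid; hydroperoxide detected by Fe-XO, 573/405 nm absorbance ratio.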
DNA Pol III inh: inhibitors of bacterial DNA polymerase III holoenzyme. reconstituted DNA polymerase III holoenzyme replication, biochemical. Potency, µM (titrated, usually from 57.1 µM), inactives show top-dose activity change, negative = inhibition. 71,000 tested, 0.25% active; also: potency is read from the fitted curve at half-maximal effect; % is scaled to controls: 0 for no effect and ±100 for the full control effect
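Reconstituted *E. coli* holoenzyme (0.35 nM Pol III, 1 nM beta, 154 nM SSB, 2 nM primase) was preincubated with compound for 15 min at RT. Synthesis on 1.4 nM ssM13Gori ran 35 min, then was stopped with PicoGreen/EDTA and read as dsDNA fluorescence.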
TexasRed autofl: Texas Red region autofluorescence. Compound fluorescence, Texas Red channel, 547/618 nm; active compounds read high. max dye-equivalent concentration, M. 59,000 tested, 0.06% active. AID 587; in the data active = max dye-equivalent concentration above about 10 nM; inconclusive = between about 1.1 nM and that limit
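Dye-equivalent concentrations come from scaling compound signal (ex 547, em 618 nm) to six Texas Red standard concentrations run on every plate, after 15 min room-temperature incubation in pH 8.0 Tris (100 mM).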
4MU fluor: compounds fluorescent in 4-MU spectral region | max dye-equivalent concentration, M | AID 589 | compound autofluorescence, 340/450 nm, 4-MU equivalents; active compounds read high | 59,000 tested, 11% active; in the data active = max dye-equivalent concentration above about 10 nM; inconclusive = mostly about 1.1 nM to 9.6 nM
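Intrinsic fluorescence at 340/450 nm (ex/em) was read after 15 min at room temperature in pH 8.0, 100 mM Tris. Each compound concentration expressed as 4-MU-equivalent concentration from a six-point 4-MU standard series on each plate.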
Fluorescein autfl: compound fluoresces in the fluorescein spectral region. Compound autofluorescence, 480/540 nm, fluorescein-equivalent; active compounds read high. max fluorescein-equivalent concentration, M. 59,000 tested, 0.91% active; in the data active = max fluorescein-equivalent concentration above about 10 nM; inconclusive = between about 1.1 nM and that limit
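Fluorescein stocks ranging 3 mM down to 300 nM, plus DMSO blanks, were pinned alongside compounds to build a per-plate standard curve. Buffer: 100 mM Tris, pH 8.0. Incubation 15 min, room temperature; filters 480/540 nm.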
Hsp90 Hop PPI: changes Hsp90-Hop TPR2A binding signal, up or down; Potency, µM (top dose mostly 57 µM), for the others: at the highest dose activity change, negative = inhibition; 71,000 tested, 0.44% active; AlphaScreen TPR2A-His6 binding biotin-Hsp90 C-terminal peptide; active = well fitted curve in either direction with a large enough effect; inconclusive = small, poorly fitted or top-dose-only effect, or another doubt; also: potency is read from the fitted curve at half-maximal effect; % is scaled to controls: 0 for no effect and ±100 for the full control effect; many of its hits are not listed in these tables
HBB splice mod: hemoglobin beta splicing modulation; HBB splicing reporter cell assay, activation; EGFP reporter with mutant IVS2-654 intron; response scale: normalised to 500 nM splice-correcting PNA; Potency, µM (highest dose often 46.1 µM), without a hit: top-dose activation, actives largely listed as activators; 65,000 tested, 0.06% active; also: potency is read from the fitted curve at half-maximal effect; 0% is about no effect
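Compounds were applied for 2 days to HeLa EGFP-654 cells, 500/well in Optimem with 2% FCS. The reporter's EGFP is disrupted by mis-splicing of beta-globin intron IVS2-654. Readout: summed well GFP fluorescence from 488 nm laser scanning; reference was 500 nM antisense […] 654 PNA.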
Starred values were filed as active, the others as inactive; i = inactive; ? = inconclusive; . = not tested or not shown; [ ] = dose if it differs, or a comment. Unless noted, calls follow the shape of the dose curve; as a rule, active = well fitted curve in the direction sought with a large enough effect; inconclusive = small, poorly fitted or top-dose-only effect, or another doubt; inactive = no such curve, though single readings can be large; an effect the other way counts as inactive or inconclusive.

SMILES	Rhodamine fluor	UbGFP stabilizer	GFP derepression	HADH2 inhib	15-hLO inh	DNA Pol III inh	TexasRed autofl	4MU fluor	Fluorescein autfl	Hsp90 Hop PPI	HBB splice mod
CC1CC(C)CN(C(=O)c2cn(C)c3ccc(S(=O)(=O)N(C)C)cc3c2=O)C1 (stereo unspecified)	.	9%	-2%	-1%	7%	6%	.	.	.	-8%	-0.6%
COc1ccccc1C(=O)N1CCN(S(=O)(=O)Cc2ccccc2)CC1	.	10%	-2%	5%	8%	-4%	.	.	.	-2%	-1.5%
O=C(Nc1ccccc1)N1CCCC2(CCN(C(=O)c3csnn3)CC2)C1	i	-4%	-2%[9.22 µM]	0%	3%	3%	i	i	i	1%	3.8%
Cc1cc(C)nc(NC(=O)c2c(-c3ccccc3Cl)noc2C)n1	i	-10%	0%	0%	1%	9%	i	i	i	0%	2.8%
CCCCNC(=O)c1ccc2nc(-c3ccco3)c(-c3ccco3)nc2c1	.	-7%	.	6.3µM*	5µM*	16µM*	.	.	.	?	-0.8%
Nc1c(N2CCCC2)cc(Cl)c2nonc12	i	-4%	3%	?	-18%	-7%	i	?	?	-12%	-0.2%[57.5 µM]
O=C(CSc1nc2ccccc2s1)N1CCN(C(=O)c2ccco2)CC1	i	8%	2%	?	-8%	-1%	i	i	i	0%	-0.3%[57.5 µM]
COc1ccc(CCNC(=O)Cn2cnc3c(nnn3Cc3ccc(C)cc3)c2=O)cc1OC	i	-10%	2%	6%	2%	-3%	i	i	i	0%	1.7%
Cn1nc(-c2ccc(N3CCCCC3)c(NC(=O)c3ccco3)c2)c2ccccc2c1=O	i	0%	-3%	?	-8%	3%	i	i	i	0%	-0.4%
CC1CCCCN1C(=O)CSc1nc2ccccc2n1CC(=O)N1CCc2ccccc21 (stereo unspecified)	i	3%	-2%	11%	-12%	-3%	i	i	i	-4%	.
COC(=O)c1oc2ccc(Br)cc2c1NC(=O)CCCN1C(=O)c2ccccc2C1=O	.	-13%	.	8%	1%	-7%	.	.	.	-3%	1.2%
COc1ccc2cc(C(c3nnnn3CC3CCCO3)N3CCOCC3)c(=O)[nH]c2c1 (stereo unspecified)	i	-6%	1%	?	4%	-1%	i	1.2e-08M*	i	1%	.
COc1ccc(-c2noc(CN(C)S(=O)(=O)c3ccc(C)cc3)n2)cc1	i	-8%	0%	0%	-2%	0%	?	i	i	20%	-0.6%
Nc1nonc1-c1noc(-c2ccccc2Br)n1	i	-2%	-5%	-15%	1%	2%	i	i	i	0%	-1.0%
Cc1ccccc1-c1nc(CS(=O)(=O)CC(=O)NCCCN2C(C)CCCC2C)c(C)o1 (stereo unspecified)	.	6%	-3%	9%	3%	-2%	.	.	.	-1%	-0.3%
N/C(CSc1nc(-c2ccccc2)c(-c2ccccc2)o1)=N\O	.	1%	-2%	86%[activator]	13µM*	1%	.	.	.	-10%	-1.0%
CC(C)N1C(=O)C2C(c3ccccc3O)NC(C)(C(=O)O)C2C1=O (stereo unspecified)	.	2%	.	2%	-1%	-2%	.	.	.	-1%	0.5%
O=C(CN1CCN(c2ccccn2)CC1)NCc1cccs1	i	0%	-1%	-4%	-16%	-6%	i	?	?	-4%	.
O=C(c1ccccc1)c1ccc(C(=O)N2CCN(c3ccc(F)cc3)CC2)o1	.	2%	2%	-8%	?	-1%	.	.	.	-19%	-1.7%[9.22 µM]
CC1(C)Cc2[nH]c(=S)c(C#N)cc2CO1	i	.	-3%[20.6 µM]	.	.	.	i	?	i	.	.
CCc1ccc2[nH]c(=O)c(CN(CCCN3CCOCC3)C(=O)Nc3ccccc3)cc2c1	i	3%	0%	-1%	-10%	-7%	?	i	i	-1%	.
C=C[C@]1(C)C[C@H](OC(=O)CO)[C@]2(C)C3C(=O)CC[C@]3(CC[C@H]2C)[C@H](C)[C@H]1O (stereo partly specified)	i	0%[9.17 µM]	-6%[9.22 µM]	6%[11.4 µM]	4%[11.4 µM]	-8%[11.4 µM]	i	i	i	-1%[11 µM]	-0.1%[9.22 µM]
Cc1cc(C)c2cc(CN(Cc3ccco3)C(=O)NCc3ccccc3)c(=O)[nH]c2c1	i	-1%	0%	-5%	-16%	0%	i	i	i	-14%	.
COC(=O)c1cc(NC(=O)C23CCC(C)(C(=O)O2)C3(C)C)cc(C(=O)OC)c1 (stereo unspecified)	i	-7%	-6%	3%	3%	-4%	i	i	?	-3%	-0.6%
O=C(O)c1ccccc1-c1ccccc1C(=O)Nc1ccc2c(c1)[nH]c(=O)c1ccccc12	i	1%[9.17 µM]	4%[9.22 µM]	-1%[11.4 µM]	-4%[11.4 µM]	2%[11.4 µM]	i	i	i	1%[11 µM]	4.9%[9.22 µM]
C[C@H]1O[C@@H](CC(=O)O)Cc2c1c(O)c1c(O)cc(-c3cc(=O)c4c(=O)c5c(c(=O)c=4c3=O)C[C@H](CC(=O)O)O[C@@H]5C)c(O)c1c2O	i	-7%[9.17 µM]	10%[9.22 µM]	?	-11%[11.4 µM]	-24%[11.4 µM]	i	i	i	-16%[11 µM]	4.8%[9.22 µM]
CCOc1ccc(-c2noc(=O)[nH]2)cc1	i	-1%	2%	-5%	-5%	-2%	i	i	i	-8%	-0.1%
COc1ccc(N2CCN(C(c3ccccc3OC)c3nnnn3Cc3ccco3)CC2)cc1 (stereo unspecified)	i	-4%	0%	1%	-10%	-4%	i	i	i	-23%	.
O=C(COc1ccccc1)Nc1ccc(-c2nnc(-c3ccco3)o2)cc1	i	.	0%[20.6 µM]	.	.	.	i	i	i	.	.
COc1ccc(S(=O)(=O)N2CCN(Cc3cccc(Cl)c3)CC2)cc1	.	-8%	-4%	8%	-12%	0%	.	.	.	5%	-0.8%[9.22 µM]
Cc1ccc(Nc2cc(-n3nc(C)cc3C)ncn2)c(C)c1	.	?	?	-8%[11.4 µM]	17%[11.4 µM]	-3%[11.4 µM]	.	.	.	-1%[11 µM]	2.7%[0.0738 µM]
CC(C)(C)c1ccc([C@@H](O)CCCN2CCC(C(O)(c3ccccc3)c3ccccc3)CC2)cc1	i	-9%[20.5 µM]	1%[20.6 µM]	4%[25.6 µM]	7%[25.6 µM]	-10%[25.6 µM]	?	?	?	-3%[26 µM]	1.2%[20.6 µM]
CC(C)CCn1nnnc1C(c1ccccc1F)N1CCC(C(N)=O)CC1 (stereo unspecified)	i	-5%	-1%	-2%	-5%	-4%	i	i	?	0%	3.9%
CN1CCN(CC(=O)Nc2ccc(Oc3ccccc3)cc2)CC1	i	-3%	0%	3%	2%	-8%	i	i	i	-5%	-1.1%
O=C(O)c1ccc2c(c1)NC(=O)C(N1CCCC1)S2 (stereo unspecified)	i	4%	6%	?	4%	-9%	i	?	1.1e-08M*	-1%	-3.5%[57.5 µM]
COc1cccc(C(=O)NCC2CCN(c3ccc(S(=O)(=O)N4CCOCC4)cc3)CC2)c1	i	1%	-2%	8%	-4%	2%	i	i	?	-5%	-0.6%
CCC(C)Oc1cccc(C(=O)Nc2ccccc2N2CCOCC2)c1 (stereo unspecified)	i	0%	0%	-6%	-9%	-9%	i	i	i	13%	-0.1%
CCc1ccc(NS(=O)(=O)c2cc(OC)ccc2OC)cc1	.	-6%	-2%	-3%	-13%	2%	.	.	.	2%	-5.2%
Cc1cc(C)c2c(-n3cccc3)c(C(=O)O)sc2n1	i	.	3%	15%	5%	-7%	i	i	?	?	-0.4%[0.369 µM]

Four compounds picked at random from the list so far, as already listed:
SMILES	Rhodamine fluor	UbGFP stabilizer	GFP derepression	HADH2 inhib	15-hLO inh	DNA Pol III inh	TexasRed autofl	4MU fluor	Fluorescein autfl	Hsp90 Hop PPI	HBB splice mod
CN1CCN(CC(=O)Nc2ccc(Oc3ccccc3)cc2)CC1	i	-3%	0%	3%	2%	-8%	i	i	i	-5%	-1.1%
CCc1ccc2[nH]c(=O)c(CN(CCCN3CCOCC3)C(=O)Nc3ccccc3)cc2c1	i	3%	0%	-1%	-10%	-7%	?	i	i	-1%	.
COC(=O)c1cc(NC(=O)C23CCC(C)(C(=O)O2)C3(C)C)cc(C(=O)OC)c1 (stereo unspecified)	i	-7%	-6%	3%	3%	-4%	i	i	?	-3%	-0.6%
CC(C)(C)c1ccc([C@@H](O)CCCN2CCC(C(O)(c3ccccc3)c3ccccc3)CC2)cc1	i	-9%[20.5 µM]	1%[20.6 µM]	4%[25.6 µM]	7%[25.6 µM]	-10%[25.6 µM]	?	?	?	-3%[26 µM]	1.2%[20.6 µM]

Compound activity as filed in PubChem BioAssay.

Only part of the results is shown; rates above refer to the full screens.
